Assay outcomes from PubChem BioAssay.
LYP phosphatase – PTPN22 lymphoid phosphatase activity blockers – biochemical, fluorescence intensity, uHTS (AID 1779); recombinant LYP phosphatase, fluorescence intensity; higher % means a stronger effect; 290,000 compounds, 0.054% hits; one-dose inhibition, % at 11.5 µM; IC50 in µM for titrated hits;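 note: plate controls were vehicle with enzyme for no effect and no enzyme for full effect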
KOR beta-arrestin-1 – kappa opioid receptor blockers – cell-based, luminescence, uHTS (AID 1778) | KOR beta-arrestin recruitment, luminescence, antagonist mode; higher % means a stronger effect | inhibition, % at 10 µM, or IC50 in µM where a hit was titrated | 290,000 compounds, 0.091% hits; note: strong numbers were not always called active
HIV peptide binding – cell-free HIV fusion peptide-binding blockers – biochemical, uHTS, fluorescence dequenching, primary screen (AID 1986); cell-free peptide binding, fluorescence dequenching, 30 min; higher % means a stronger effect; inhibition, % at 20 µM, or IC50 in µM where a hit was titrated; 290,000 compounds, 0.3% hits; in the data active = inhibition mostly above about 52%, no sharp cut-off; inactive = mostly below about 76%; note: some results filed as inactive read as strong as hits
HEK293 NOD2/NF-kB – NOD2 signaling inhibitors, cell-based, luminescence, uHTS, HEK293 (AID 1566). one-dose inhibition, % at 4 µM; EC50 in µM for titrated hits. HEK293 NOD2/NF-kB luciferase reporter, luminescence; higher % means a stronger effect. 290,000 compounds, 0.63% hits; note: many of its hits are not listed in these tables
SIAH1 antagonists – Siah-1 peptide-binding antagonists, primary screen, biochemical, fluorescence polarization, rhodamine-plectin, uHTS (AID 1817); one-dose displacement, % at 20 µM; IC50 in µM for titrated hits; 290,000 compounds, 0.02% hits; Siah-1 / rhodamine-plectin peptide fluorescence polarization; higher % means a stronger effect;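 active = displacement of at least 50% at 20 µM, with a fluorescence ratio check between 0.3 and a set limit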;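 note: plate controls were Siah plus tracer with DMSO for no effect and tracer alone without Siah for full effect; strong numbers were not always called active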
NOD1 NF-kB reporter – inhibition of NOD1-driven NF-kB reporter – cell-based, luminescence, uHTS, primary screen (AID 1578) | NOD1-driven NF-kB luciferase reporter cells, luminescence; higher % means a stronger effect | one-dose inhibition, % at 4 µM; EC50 in µM for titrated hits | 290,000 compounds, 1% hits; in the data active = inhibition mostly above about 36%, no sharp cut-off; inactive = mostly below about 34%;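 note: HEK-293T reporter cells stimulated with the NOD1 agonist gamma-tri-DAP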
KOR beta-arrestin-2 – KOR agonists, beta-arrestin recruitment, primary screen, cell-based, luminescence, uHTS (AID 1777) | one-dose activation, % at 10 µM; EC50 in µM for titrated hits | KOR beta-arrestin recruitment, luminescence; higher % means a stronger effect | 280,000 compounds, 0.02% hits; in the data active = activation above about 50%, passing the limit was not always enough; note: a part of the inactive calls stands beside numbers as strong as those of hits
PhoP inhibition – inhibitors of PhoP regulon expression, primary screen, Salmonella Typhimurium, GFP reporter (AID 1863); S. Typhimurium PhoP-regulated promoter GFP reporter, 4 h; higher % means a stronger effect; one-dose inhibition, % at 50 µM; IC50 in µM for titrated hits; 300,000 compounds, 0.16% hits;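 active = inhibition over 29.93%, a cutoff 3 SD above the screen mean, later confirmed by dose response; inconclusive = inhibition over 29.93% but no dose response follow-up; inactive = inhibition at most 29.93% or unconfirmed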;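 note: 0% = low Mg2+ inducing control and 100% = high Mg2+ repressing control; strong numbers were not always called active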
Myeloid diff 2 – myeloid differentiation induction; ER-HoxA9 myeloid progenitors, lysozyme-GFP differentiation, flow cytometry; calls only at 10 µM; AID 624256; 360,000 compounds, 1% hits;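 active = normalized GFP-positive differentiation at or above the plate's own cutoff, the solvent-only control mean plus 3 SD; inconclusive = no clear call, values can overlap the other calls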;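 note: cells exposed to compound for four days before flow analysis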
Myeloid diff 2 GFP+ MAC1+ % – recorded beside Myeloid diff 2, whose call it bears; GFP+ MAC1+ double positive, %; measured here: differentiation confirmed by MAC1 staining
* = called active by the depositor; i = inactive; ? = inconclusive; . = no result given; [ ] = another dose, or the depositor's remark. Cut-off read from the data, not from the text of the source, unless noted: active = inhibition above about 50%; inactive = the rest. A portion of the library; the hit share may differ from the screen's.

The line under a structure holds: LYP phosphatase, KOR beta-arrestin-1, HIV peptide binding, HEK293 NOD2/NF-kB, SIAH1 antagonists, NOD1 NF-kB reporter, KOR beta-arrestin-2, PhoP inhibition, Myeloid diff 2, Myeloid diff 2 GFP+ MAC1+ %
CS(=O)(=O)Nc1ccc(C(=O)Nc2ccc(S(=O)(=O)Nc3nccs3)cc2)cc1
    -8%, -4%, 0.8%, 13%, -1%, 2%, 6.0%, -6%, i, 6.8
O=C(N/N=C/c1ccccc1F)c1ccccc1OCc1ccccc1
    -2%, 24%, 0.5%, -4%, 6%, -3%, -4.7%, 0%, i, 1.4
CC(C)Cc1ccc(CN2CCCC(NC(=O)c3cccc(-n4cnnc4)c3)C2)cc1 (stereo not given)
    -11%, -29%, -0.6%, 16%, -1%, -5%, 4.6%, -1%, i, 0.4
NC1=NS(=O)(=O)NC1c1cccc(Cl)c1 (stereo not given)
    -3%, -3%, -0.9%, -8%, 4%, -32%, 2.3%, 10%, i, 1.5
O=C(Cn1nc(C(F)F)cc1C1CC1)N1CCCC1
    -7%, -1%, -0.9%, -4%, -4%, -1%, -4.8%, 4%, i, 1.2
CN([C@@H](C(=O)OC(C)(C)C)c1ccccc1)S(=O)(=O)c1cccc(S(=O)(=O)N(C)[C@@H](C(=O)OC(C)(C)C)c2ccccc2)c1
    -9%, -2%[20 µM], -0.9%, 9%, 0%, -14%, -4.9%, -7%, i, 1.6
O=c1[nH]c2cc3c(cc2cc1CN(CCc1ccccc1)Cc1nnnn1C1CCCC1)OCCO3
    -6%, 18%, -1.0%, 8%, 3%, 14%, 6.6%, 1%, ., .
CCOc1ccccc1Nc1ncccc1C(=O)O
    -10%, -18%, -1.6%, 6%, -5%, 13%, -1.0%, -7%, i, 1.2
Cn1c(=O)c2c(O)cc(=O)[nH]c2n(-c2ccccc2)c1=O
    -5%, -20%, 2.6%, 13%, 4%, -10%, -0.2%, -13%, i, 1.4
CCN(CC)CCCNC(=O)CSc1nc(-c2cccs2)cc(C(F)(F)F)n1
    -1%, -30%, 2.0%, 21%, 4%, -38%, 2.4%, -4%, i, 0.7
COc1ccccc1NS(=O)(=O)c1ccc2c(c1)NC(=O)CC(=O)N2
    -4%, -26%, 2.2%, 8%, 0%, 4%, -1.5%, -2%, i, 3.0
CCN(CC)C(=O)Cn1cc(S(=O)(=O)CC(=O)N2CCOCC2)c2ccccc21
    -6%, -3%, 1.5%, -2%, 4%, -18%, 1.4%, -1%, i, 0.0
Cc1ccc(NNC(=O)c2snnc2C)cc1Cl
    -4%, 0%, -2.6%, 3%, 1%, -12%, -0.2%, -1%, i, 0.6
CCN1CCN(c2nnc(-c3ccc(C)cc3)c3ccccc23)CC1
    -5%, -22%, 0.8%, -18%, -7%, -12%, 4.6%, -3%, i, 1.0
COc1ccc(OCCSc2n[nH]c(N)n2)cc1
    -10%, -3%, -0.6%, 9%, 0%, 2%, -3.8%, 1%, i, 0.6
CCSC1=NCN(CCCC(=O)O)CN1
    -3%, -39%, -1.9%, 8%, -5%, -15%, -0.4%, -7%, i, 0.7
O=C(NNC(=S)NCc1ccccc1)c1cccnc1
    -3%, 9%, -2.9%, -6%, -14%, 10%, -5.3%, 1%, i, 1.6
CCSc1nnc(NC(=O)c2nc(S(=O)(=O)Cc3ccc(F)cc3)ncc2Cl)s1
    -7%, -28%, 6.6%, 42%, -4%, 4%, 17%, -25%, i, 2.6
CC(C)(C)c1nnc(N/N=C/c2cc(Br)ccc2O)n(N)c1=O
    0%, 31%, 8.9%, -46%, -11%, 69%*, 0.1%, 25%, ?, .
Cc1cc(NC(=O)/C=C/c2cccc(F)c2)n(-c2nc3ccccc3[nH]2)n1
    -7%, 56%, -0.8%, -22%, 10%, 4%, -0.8%, -2%, i, 0.5
Cc1onc(-c2ccccc2Cl)c1C(=O)Nc1nnc(-c2ccc(Br)cc2)s1
    11%, -28%, 15%, ., -1%, ., -2.2%, 5%, i, 2.8
O=C(NC1CCCCC1)c1ccc(S(=O)(=O)N2CCOCC2)cc1
    -10%, 22%, 2.1%, 15%, 1%, 3%, 2.0%, 3%, i, 0.9
COc1ccc(C(=O)CSc2nnc(C(CO)NC(=O)c3ccc(OC)cc3)n2C)cc1 (stereo not given)
    -6%, 23%, 1.6%, -5%, 3%, -24%, 0.1%, 4%, i, 1.1
COc1ccc(N2CCN(C(=O)CN(Cc3ccc(Cl)cc3)S(C)(=O)=O)CC2)cc1
    -7%, -6%, 2.3%, -17%, 0%, -3%, -4.8%, 16%, i, 6.3
COc1ccc(S(=O)(=O)N[C@@H](Cc2ccc(Cl)cc2)C(=O)N2CC[C@@]3(O)CCCC[C@H]3C2)cc1
    3%, -46%, -0.2%, 8%, 1%, 0%, 3.9%, 6%, i, 3.2
CCCN1CCC(NC(=O)Nc2ccccc2C(=O)OC)CC1
    -13%, -2%, 1.7%, 10%, 0%, 8%, -0.6%, 2%, i, 8.7
c1ccc2c(c1)ccc1nnc(-c3ccc4c(c3)OCO4)n12
    -4%, 14%, 0.1%, -22%, 4%, -31%, 0.1%, 5%, i, 2.3
CCCNC(=O)COC(=O)CCC(=O)c1ccc(F)cc1
    -5%, -2%, -1.1%, 10%, 4%, 6%, 3.2%, 42%, i, 2.0
CS(=O)(=O)c1ccccc1C(=O)Nc1ccc2sccc2c1
    -8%, -36%, -1.0%, 7%, 1%, -13%, -2.7%, -9%, i, 0.4
CC(=O)N1CCOCCOCCOCC1
    -6%, -10%, 0.2%, 4%, -2%, -2%, ., -11%, i, 0.4

2 entries picked at random from the list so far:
The line under a structure holds: LYP phosphatase, KOR beta-arrestin-1, HIV peptide binding, HEK293 NOD2/NF-kB, SIAH1 antagonists, NOD1 NF-kB reporter, KOR beta-arrestin-2, PhoP inhibition, Myeloid diff 2, Myeloid diff 2 GFP+ MAC1+ %
COc1ccc(N2CCN(C(=O)CN(Cc3ccc(Cl)cc3)S(C)(=O)=O)CC2)cc1
    -7%, -6%, 2.3%, -17%, 0%, -3%, -4.8%, 16%, i, 6.3
CC(C)(C)c1nnc(N/N=C/c2cc(Br)ccc2O)n(N)c1=O
    0%, 31%, 8.9%, -46%, -11%, 69%*, 0.1%, 25%, ?, .

The main list resumes; the four compounds before the break are reprinted first.
The line under a structure holds: LYP phosphatase, KOR beta-arrestin-1, HIV peptide binding, HEK293 NOD2/NF-kB, SIAH1 antagonists, NOD1 NF-kB reporter, KOR beta-arrestin-2, PhoP inhibition, Myeloid diff 2, Myeloid diff 2 GFP+ MAC1+ %
c1ccc2c(c1)ccc1nnc(-c3ccc4c(c3)OCO4)n12
    -4%, 14%, 0.1%, -22%, 4%, -31%, 0.1%, 5%, i, 2.3
CCCNC(=O)COC(=O)CCC(=O)c1ccc(F)cc1
    -5%, -2%, -1.1%, 10%, 4%, 6%, 3.2%, 42%, i, 2.0
CS(=O)(=O)c1ccccc1C(=O)Nc1ccc2sccc2c1
    -8%, -36%, -1.0%, 7%, 1%, -13%, -2.7%, -9%, i, 0.4
CC(=O)N1CCOCCOCCOCC1
    -6%, -10%, 0.2%, 4%, -2%, -2%, ., -11%, i, 0.4
Cc1nnsc1C(=O)N/N=C/c1cccc(C(F)(F)F)c1
    -4%, -19%, -1.6%, 21%, -1%, -2%, -0.2%, 11%, ., .
Cc1cccc(NCc2n[nH]c(=S)n2-c2ccccc2)c1
    -1%, -23%[20 µM], -1.2%, -11%, -4%, -21%, ., -10%, i, 0.7
CC(C)NC(=O)NC(=O)CN1C(=O)NC(Cc2c[nH]c3ccccc23)C1=O (stereo not given)
    -10%, 8%, -0.7%, 13%, 7%, -10%, -1.0%, -5%, i, 0.5
COc1ccc(/C=N/NC(=O)C2(O)c3ccccc3-c3ccccc32)cc1
    7%, -2%, 0.8%, 6%, 7%, -3%, 0.1%, -13%, i, 0.9
c1ccc(Cn2nnc3c(NCC4CCCO4)ncnc32)cc1 (stereo not given)
    -7%, -30%, -3.4%, 6%, -3%, 5%, -10%, 6%, i, 4.5
COc1ccc(CCNS(=O)(=O)c2csc(C(N)=O)c2)cc1OC
    -11%, -10%, 1.8%, 12%, 15%, -13%, -1.8%, -14%, i, 1.2
Cc1ccc(C)c(C(=O)COC(=O)CN2C(=O)C3C4C=CC(C4)C3C2=O)c1 (stereo not given)
    -10%, -26%, -1.4%, -44%, -3%, 14%, 1.5%, -1%, i, 0.5
COc1ccc(NC(=O)CSc2nnc(-c3ccccc3Cl)n2Cc2ccco2)c(OC)c1
    -5%, ., 0.9%, 0%, -1%, 22%, 30%, -5%, i, 0.1
CC(=O)N1[C@H](Cc2ccccc2)C=C[C@]1(C)C(=O)NCCc1c[nH]c2ccccc12
    -2%, 6%, -0.6%, 8%, -2%, -16%, 0.4%, 6%, i, 0.7
CCOC(=O)c1sc(=S)sc1SCc1cccc(C(F)(F)F)c1
    -9%, 3%, -2.0%, 9%, -2%, -6%, -1.7%, -13%, i, 0.5
CC1CCN(S(=O)(=O)c2cn(CC(=O)Nc3ccc(OC(F)(F)F)cc3)cn2)CC1
    -3%, -16%, 4.3%, -1%, 20%, -18%, -1.9%, -1%, i, 0.0
O=C(O)/C(=C\c1ccccc1OC(F)F)Sc1nnc(-c2ccc(F)cc2)o1
    6%, -42%, 1.5%, 15%, -3%, 32%*, -2.9%, 13%, i, 0.6
CCC(C(=O)Nc1ccc(C(C)C)cc1)c1ccccc1 (stereo not given)
    -2%, -6%[20 µM], 2.2%, -1%, 11%, -20%, -0.5%, 9%, i, 0.2

A different layout for 2 compounds above:
Molecule	LYP phosphatase	KOR beta-arrestin-1	HIV peptide binding	HEK293 NOD2/NF-kB	SIAH1 antagonists	NOD1 NF-kB reporter	KOR beta-arrestin-2	PhoP inhibition	Myeloid diff 2	Myeloid diff 2 GFP+ MAC1+ %
CC(=O)N1[C@H](Cc2ccccc2)C=C[C@]1(C)C(=O)NCCc1c[nH]c2ccccc12	-2%	6%	-0.6%	8%	-2%	-16%	0.4%	6%	i	0.7
CC1CCN(S(=O)(=O)c2cn(CC(=O)Nc3ccc(OC(F)(F)F)cc3)cn2)CC1	-3%	-16%	4.3%	-1%	20%	-18%	-1.9%	-1%	i	0.0
